# HEK293 tox – cytotoxic in the GLP-1 receptor inverse agonist counter-screen; HEK293 cAMP-luciferase reporter cells, luminescence, 24 h; actives 0.13% (n = 410,000); Potency, µM (doses to about 38.3 µM), for the others: at the top dose activity change, negative = inhibition, actives largely listed as inhibitors;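 further: loss of luciferase light is scored as toxicity; potency means the concentration at half of the fitted maximal effect; on the % scale 0 is the no-effect control and ±100 the full control effect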
#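 Seeding density was 200 cells/uL; after overnight-length (12 h) culture, 23 nL compounds went on for 24 h at 37 °C. Readout used a luciferase detection reagent, luminescence taken after 12 min at room temperature.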
# PI5P4Ka inh – blocks human PI5P4K alpha kinase activity. PI5P4Kalpha enzyme, ADP-Glo luminescence, 60 min; stronger effect = lower value. max response, %. actives 1.2% (n = 330,000). AID 652105; active means max response of -50% or lower; inconclusive means between -30% and -50%; inactive means -30% or higher; further: value at the top dose of about 77 µM; on the % scale 0 is the no-effect control and ±100 the full control effect
# Target sequence (P48426 whole entry, looked up): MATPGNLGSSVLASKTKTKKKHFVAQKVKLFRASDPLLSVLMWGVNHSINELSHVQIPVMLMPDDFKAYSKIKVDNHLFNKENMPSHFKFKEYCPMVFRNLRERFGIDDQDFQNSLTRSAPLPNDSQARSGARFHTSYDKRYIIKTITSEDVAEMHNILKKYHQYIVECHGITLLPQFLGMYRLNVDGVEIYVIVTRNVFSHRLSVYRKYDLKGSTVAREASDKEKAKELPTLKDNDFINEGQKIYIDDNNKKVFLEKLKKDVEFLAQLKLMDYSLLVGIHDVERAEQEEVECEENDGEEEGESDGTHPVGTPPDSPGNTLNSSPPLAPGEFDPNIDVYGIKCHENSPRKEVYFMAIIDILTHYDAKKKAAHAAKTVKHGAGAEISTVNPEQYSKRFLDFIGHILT
#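 ADP-Glo luminescence end-point after a 60 min room-temperature kinase reaction. PI5P4Kalpha and substrate in HEPES pH 7.4 buffer with EGTA, 0.1% CHAPS and 5% DMSO; ATP at 5 microM final.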
# EPAC1 antag – EPAC1 (human) antagonism; actives 0.14% (n = 360,000); O95398; EPAC1 GEF assay, Rap1b-BODIPY-GDP exchange fluorescence; Potency, µM (doses to about 115 µM), inactives show top-dose activity change, negative = inhibition, actives largely listed as inhibitors;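 further: potency means the concentration at half of the fitted maximal effect; plate controls were vehicle for no effect and positive control for full effect; nearly all actives have a fitted effect of over 50% in size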
# GLP1R ag – GLP-1 receptor (human) agonism | P43220 | HEK293 GLP-1R CRE-luciferase, luminescence, 4-6 h; cells express a hypersensitive GLP-1R form | Potency, µM (series often up to 45.6 µM), for the others: at the top dose activation, usual class: activators | actives 0.007% (n = 380,000) | AID 624172; further: potency means the concentration at half of the fitted maximal effect; % of control where 0% means no effect
# GLP1R inv ag – acts as inverse agonist at human GLP-1 receptor | Potency, µM (series often up to 38.3 µM), inactives show at the top dose activity change, negative = inhibition, actives largely listed as inhibitors | HEK293 GLP-1R CRE-luciferase, luminescence, 24 h; GLP-1R form is constitutively active | P43220 | actives 1.6% (n = 410,000); further: potency means the concentration at half of the fitted maximal effect; on the % scale 0 is the no-effect control and ±100 the full control effect; nearly all actives have a fitted effect of over 55% in size
#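 HEK293 cells stably co-expressing constitutively active GLP-1R and a cAMP-responsive luciferase reporter were seeded in DMEM with 10% Nu serum, given compounds after 12 h, and incubated 24 h at 37 deg C. Luminescence was then read.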
# PTHR1 agonist – activates the human parathyroid hormone receptor PTHR1; Q03431; HEK293 GP2 PTHR1 cells, GloSensor cAMP luminescence, 1 h; Potency, µM (series often up to 115 µM), without a hit: at the highest dose activation, usual class: activators; actives 0.075% (n = 410,000); AID 743266; further: potency means the concentration at half of the fitted maximal effect; nearly all actives have a fitted effect of over 55% in size; some results filed as inactive show a strong effect at the top dose; inactives centre near -15; many of its hits are not listed in these tables
#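 HEK-293-derived GP2 cells expressing PTHR1 and a GloSensor cAMP reporter, 3,000/well, plated overnight, given luciferin plus IBMX (each 0.5 mM as added) for 1 h at 37 °C, then compound for 1 h at 37 °C. Luminescence was read after 15 min at room temperature.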
# IL-2 act – activates IL-2 in a cell-based reporter assay | IL-2 activation reporter assay, cell-based qHTS; stimulated with anti-CD3/CD4/CD28 beads; in transgenic mouse T cells | activation, % (series mostly up to about 46 µM) | actives 0.065% (n = 360,000) | AID 652025; in the data active means activation above about 50%; inconclusive means mostly about 30% to 49%; further: 0% is about no effect
#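 Unstimulated transgenic mouse T cells, 750 per well, received compound and, after 60 minutes, anti-CD3/anti-CD4 bead plus anti-CD28 stimulation. EGFP and DsRed were quantified after 18 hours.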
# PLK1 PBD inh – inhibitors of human PLK1 polo-box domain binding | P53350 | Plk1 PBD binding of FITC phosphopeptide, fluorescence polarization | Potency, µM, inactives show max response, negative = inhibition, usual class: inhibitors | actives 2.8% (n = 360,000) | AID 720504; further: potency means the concentration at half of the fitted maximal effect; series mostly up to about 57 µM; on the % scale 0 is the no-effect control and ±100 the full control effect; nearly all actives have a fitted effect of over 65% in size
# Target sequence (P53350 whole entry, looked up, the tested form may be a part): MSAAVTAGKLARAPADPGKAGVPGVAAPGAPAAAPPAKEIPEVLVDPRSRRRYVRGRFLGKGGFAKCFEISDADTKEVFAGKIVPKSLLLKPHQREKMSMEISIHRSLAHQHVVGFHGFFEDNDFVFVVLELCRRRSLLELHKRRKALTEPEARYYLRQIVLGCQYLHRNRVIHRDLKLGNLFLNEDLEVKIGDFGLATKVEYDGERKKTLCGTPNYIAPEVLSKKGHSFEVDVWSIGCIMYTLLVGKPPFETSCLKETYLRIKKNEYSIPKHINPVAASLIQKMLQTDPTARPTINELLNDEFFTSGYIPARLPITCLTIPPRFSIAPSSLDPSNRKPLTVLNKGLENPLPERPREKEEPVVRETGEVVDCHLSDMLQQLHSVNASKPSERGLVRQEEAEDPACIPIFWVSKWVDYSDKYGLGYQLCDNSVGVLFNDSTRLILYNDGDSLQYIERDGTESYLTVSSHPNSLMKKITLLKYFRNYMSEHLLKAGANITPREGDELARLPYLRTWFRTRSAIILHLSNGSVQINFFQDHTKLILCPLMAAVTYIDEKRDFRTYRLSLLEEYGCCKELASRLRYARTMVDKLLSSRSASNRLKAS
# EPAC1 agonist – EPAC1 (human) agonism; O95398; EPAC1 agonist qHTS, biochemical assay; response scale: 100% = response to 6.5 mM cAMP; Potency, µM (highest dose often 154 µM), for the others: top-dose activation, usual class: activators; actives 0.073% (n = 360,000); further: potency means the concentration at half of the fitted maximal effect; nearly all actives have a fitted effect of over 60% in size
#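 Compounds were pinned as a concentration titration into mixtures of EPAC1 (100 nM), BODIPY-GDP-loaded Rap1B (250 nM) and GDP (50 uM). After 5 min at room temperature, fluorescence was followed for 30 min; activity was scaled to 6.5 mM cAMP.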
# Starred values were filed as active, the others as inactive; i = inactive; ? = inconclusive; nt = not tested or not shown; & = joins results of further samples; [ ] = another dose, or the depositor's remark. Unless noted, the call rests on the fitted dose curve; in most records, active means well fitted curve in the direction sought with a large enough effect; inconclusive means small, poorly fitted or top-dose-only effect, or another doubt; inactive means no such curve, though single readings can be large; an effect the other way counts as inactive or inconclusive. Some of the compounds tested (hit frequency here may not be typical).
# Second line of a record: HEK293 tox, PI5P4Ka inh, EPAC1 antag, GLP1R ag, GLP1R inv ag, PTHR1 agonist, IL-2 act, PLK1 PBD inh, EPAC1 agonist
- Cc1ccc2nc(-c3ccc(-c4cccc(Cl)c4)cc3)c(NCc3ccccc3)n2c1
→ 3%, 8, -7%, 4%, -12%, -80%[inhibitor], -0.8, -10%, 1%
- O=C(O)CCN(Cc1ccccc1)S(=O)(=O)c1c(Cl)cccc1Cl
→ 7%, -8, 0%, 1%, 3%, -21%, 1.3, ?, 7%
- COC(=O)N/N=C(\C)c1ccc(-n2ccnc2)cc1
→ 12%, 4, 12%, 0%, 19%, i, 5.5, -10%, 3%
- CC(C(=O)Nc1ccc(S(=O)(=O)N2CCCC2)cc1)N1CCN(c2ccccc2O)CC1 (stereo not drawn)
→ -10%, -7, -18%, 4%, ?, -15%, -0.6, -10%, 5%
- CC(C)CCNC(=O)c1cccc(C(=O)NCCC(C)C)c1
→ -4%, -9, 0%, -10%, ?, -7%[57.5 µM], 0.3, 24µM*, -7%
- O=C(CC1CC2CCC1C2)NCCc1ccc(Cl)cc1 (stereo not drawn)
→ 3%, 2, -7%, 9%, ?, -19%, -0.1, -3%, -4%
- CCc1noc(C)c1C(=O)N1CCCSC1=Nc1ccccc1OC
→ -4%, -9, -22%, -10%, ?, -30%, -5.5, -9%, -3%
- Cc1c(N)c(C(C)(C)C)cc(C(C)(C)C)c1[N+](=O)[O-]
→ ?, 26, -17%, -31%[inhibitor], ?, -7%, 0.0, -4%, -16%
- Cc1cccc(-n2c(C)n[nH]c2=S)c1
→ -15%, nt, -2%, -2%, 2%, 27%[57.5 µM], 1.7, -9%, 6%
- CCN1C(=O)N[C@@H](c2cccc(C(F)(F)F)c2)C(C(C)=O)=C1C
→ 12%, 3, -2%, -4%, 0%, -20%, 1.4, -1%, 3%
- CC(C)Cn1c(-c2cccs2)nc2nc3ccccc3nc21
→ 148%[activator], -4, ?, 8%, 4µM*, -22%[57.5 µM], -0.7, -3%, 4%
- Cc1ccc(Cn2c(C(=O)Nc3cccc(Cl)c3)cc3sccc32)cc1
→ 0%, nt, nt, -5%, ?, -14%, nt, nt, nt
- O=C(O)COCC(=O)N1CCCN(c2ccc(C(F)(F)F)cn2)CC1
→ 6%, 10, 8%, 2%, 17%, i, -0.1, -9%, 10%
- COc1ccc([C@H]2CC(=O)C=C(c3cccc(Br)c3)C2)cc1OC
→ 3%, 15, -7%, 26%, ?, -16%, -4.1, -4%, 19%
- O=C(O)Cn1c(=O)c(F)cn(C2CCCO2)c1=O (stereo not drawn)
→ -3%, 10, -4%, 1%, -4%, i, -0.5, 2%, -3%
- Cc1sc2ncn(CC(=O)N3CCN(c4ccccc4)CC3)c(=O)c2c1S(=O)(=O)N1CCOCC1
→ 5%, 6, 9%, 3%, 13%, -7%, 0.7, -14%, 14%
- CC(C)N(C(=O)COC(=O)c1ccccc1C(=O)N1CCN(c2ccc(F)cc2)CC1)C(C)C
→ -16%, nt, -11%, 19%, 0%, i, 2.2, -9%, 0%
- CCOc1ccc(C2=Nc3ccccc3C(c3ccc(N4CCOCC4)cc3)=NN2)cc1
→ -5%, nt, 14%, -1%, 0%, -4%[57.5 µM], 2.9, -5%, 10%
- C/C(=N/NC(=O)CCCOc1ccc(Cl)cc1Cl)c1ccc(C)o1
→ 12%, 2, -14%, 0%, ?, -4%, 0.8, -7%, -11%
- CC(=O)Nc1cc(O)cc(O)c1
→ -4%, -4, 2%, 1%, 27%, i, -2.4, -12%, 5%
- Cc1cc(C(=O)NCc2ccccc2Cl)c2ccccc2n1
→ 4%, -17, -5%, 8%, 4%, -26%, -1.2, -2%, -8%
- COc1ccc(-n2c(Cc3cc(=O)[nH]c(=O)[nH]3)nnc2SCC(=O)N2CCC(C)CC2)cc1
→ 10%, -2, -13%, 7%, 3%, -13%, -0.7, -16%, 4%
- COc1ccc(/C=C(/NC(=O)c2ccc(C)cc2)c2nc3ccccc3[nH]2)cc1OC
→ -2%, 2, -16%, -5%, -7%, i, -2.1, 1%, -24%
- CCN(CC)S(=O)(=O)c1ccc(NC2c3ccccc3C(=O)N2c2ccc(C)cn2)cc1 (stereo not drawn)
→ -12%, -5, 2%, 3%, 9%, -4%, -0.8, -15%, 0%
- COc1cccc(CNC(=O)Cn2ccc3cc(S(=O)(=O)N4CCCCCC4)ccc32)c1OC
→ -13%, -7, -2%, -3%, ?, i, -3.4, -20%, 4%
- CCc1ccc(C(=O)NCC2COc3ccccc3O2)o1 (stereo not drawn)
→ 3%, nt, -4%, 15%, 8%, -24%[57.5 µM], 0.3, -2%, 5%
- CCOC(=O)CSc1nc(C)c2ccccc2n1
→ 5%, 11, -10%, 7%, 1%, i, -0.6, -12%, 0%
- Cn1c(=NC(=O)CN2C(=O)C3CC=CCC3C2=O)sc2ccccc21 (stereo not drawn)
→ -4%&-2%, -5&-14, -9%&2%, 10%&9%, 2%&1%, -18%&-17%, -4.5&-2.1, 5%&-3%, -7%&0%
- COc1ccc(NC(=O)N2CCN(S(C)(=O)=O)CC2)c(OC)c1
→ 13%, -4, 0%, 1%, 17%, i, -1.0, -1%, -4%
- COc1ccccc1NC1=NC(CO)(CO)CS1
→ 6%, 0, -3%, 0%, 9%, i, -0.1, -2%, 2%
- COc1cccc(F)c1C(C[N+](=O)[O-])c1c(N)n(C)c(=O)n(C)c1=O (stereo not drawn)
→ ?, -2, -1%, -6%, 3.2µM*, -12%, -0.3, -2%, 0%
- CCCc1cc(C(=O)NCC(C)C)no1
→ -7%, 1, -7%, -6%, 10%, i, -1.8, -20%, -15%
- C#CCNCCS(=O)(=O)N(Cc1ccc(Br)cc1)[C@@H](CC(C)C)C(=O)O
→ -3%, 4, -11%, -4%, -12%, i, -0.3, -19%, -7%
- COc1ccc(C(=O)Nc2ccnc(-c3cccnc3)n2)cc1
→ 8%, -4, -6%, -1%, 9%, -17%, 0.6, -11%, 7%
- CC(C)Oc1ccc(C(=O)Nc2ccc(NC(=O)c3ccco3)c(Cl)c2)cc1
→ -8%, 9, -33%, -7%, -15%, -22%[57.5 µM], -0.7, -9%, 9%
- Cc1csc(NC(=O)C2CCN(S(=O)(=O)c3ccccc3)CC2)n1
→ -7%, -2, -7%, -8%, -14%, -45%[inhibitor], 0.1, 4%, 7%
- COc1cccc(C(N)c2nc(-c3csc4ccccc34)cs2)c1 (stereo not drawn)
→ ?, 1, -15%, -3%, ?, -14%, 0.8, -9%, 7%
- CC1=C(C(=O)OCc2ccccc2)C(c2ccc(Br)cc2)NC(=O)N1CCCC(=O)O (stereo not drawn)
→ 4%, -80*, 6%, 7%, -12%, -11%, -0.3, 0%, -3%
- CCC(=O)OCC(=O)Nc1ccc(OC)cc1[N+](=O)[O-]
→ -3%, 1, 12%, 12%, -2%, -1%, -0.4, -14%, 7%
- CC(=O)c1ccccc1NC(=O)COC(=O)/C=C/c1ccc(OC(F)F)cc1
→ 18%, -6, 3%, 6%, 6%, -23%, -1.3, -9%, 5%
- O=[N+]([O-])c1ccccc1N/N=C1\CCc2ccccc21
→ 14%, -10, 13%, 6%, 3%, -4%, -1.3, -6%, 5%
- O=C(NCCCn1ccnc1)c1cc(-c2cccnc2)nc2ccc(Br)cc12
→ -5%, 7, ?, 9%, -16%, i, -0.8, -8%, 13%
- CC1CC(C)CN(C(=O)c2ccc(S(=O)(=O)N3CCCC3)cc2)C1 (stereo not drawn)
→ 4%, -8, 6%, -17%, 10%, -23%, -2.7, 4%, -4%
- COc1cc(CNn2cn[nH]c2=S)cc(Cl)c1OCc1ccccc1
→ -8%, nt, -3%, -1%, -3%, i, -1.2, -9%, 12%
- O=C(Nc1ccc(-c2cn3c(n2)SCC3)cc1)c1ccc2ccccc2n1
→ -1%[7.66 µM], -17, -16%, -4%, 23%[7.66 µM], -18%, 0.2, -2%, -1%
- O=C1c2ccccc2C(=O)N1Cc1nc2ccccc2c(=O)n1CCCN1CCOCC1
→ 0%, nt, -13%, -12%, 0%, -8%[57.5 µM], -0.7, -7%, 0%
- Fc1ccc(Sc2ccccc2CNC2=NCCN2)cc1
→ -8%, 1, 12%, 3%, -5%, i, -0.6, -4%, -1%
- Cc1c(C)n2c(SCC(=O)N3CCCCC3)nnc2[nH]c1=O
→ -3%, -8, 4%, 9%, -17%, -11%, -2.4, 6%, -1%
- CCOc1ccccc1NC(=S)NC(=O)C1CCCCC1
→ -30%, -5, -25%, 27%, ?, -14%, -4.8, -10%, 5%
- C=CCN1C(=O)C(CC(=O)Nc2ccc(OC)cc2)N(Cc2ccco2)C1=S (stereo not drawn)
→ -38%, nt, -14%, -11%, 0%, -2%[57.5 µM], -2.3, -12%, 0%
- COc1cc(NC(=O)c2ccco2)c(OC)cc1NC(=O)c1cc(OC)c(OC)c(OC)c1
→ 0%, nt, -4%, -2%, 0%, -15%[57.5 µM], -1.5, -3%, 0%
- Cc1cc(C)c(OCC(=O)OCCNC(=O)c2cccnc2)c(C)c1
→ -6%, 2, 3%, 2%, -3%, -3%, -1.1, -12%, -3%
- Cc1cc(C(=O)N/N=C/C=C/c2ccc3c(c2)OCO3)n[nH]1
→ 3%, -10, 6%, -5%, 6%, i, -1.8, -10%, -9%
- COc1cc(OC)c(N(C)S(=O)(=O)c2cccc(C(=O)NC3=NCCS3)c2)cc1Cl
→ ?, 1, -6%, 9%, ?, -9%, -1.8, 3%, 9%
- COc1ccccc1CNc1ncnc2c1nc1n2CCCC1
→ -20%, nt, nt, 14%, -7%, -18%, nt, nt, nt
- O=C(NCc1ccccc1)c1onc(CS(=O)(=O)c2ccc(Cl)cc2)c1C(=O)NCc1ccccc1
→ -3%, -3, -14%, 4%, -5%, i, -2.1, -3%, -21%
- CCN(CC)c1ccc(NC(=O)COc2ccc(N(C)S(=O)(=O)c3cccs3)cc2)cc1
→ 4%, 0, -2%, -4%, ?, -14%, 1.7, -10%, -6%

# Limited to HEK293 tox, for 2 of the compounds above:
Molecule	HEK293 tox
Cc1cc(C(=O)N/N=C/C=C/c2ccc3c(c2)OCO3)n[nH]1	3%
COc1cc(OC)c(N(C)S(=O)(=O)c2cccc(C(=O)NC3=NCCS3)c2)cc1Cl	?
